PHOSPHO1 block: inhibitors of human PHOSPHO1 phosphatase; Q8TCT1; recombinant PHOSPHO1, absorbance phosphatase assay; inhibition, % at 13.3 µM; 290,000 tested, 1.1% active; AID 1565; in the data active = inhibition above about 60%
Target sequence (Q8TCT1 whole entry, looked up): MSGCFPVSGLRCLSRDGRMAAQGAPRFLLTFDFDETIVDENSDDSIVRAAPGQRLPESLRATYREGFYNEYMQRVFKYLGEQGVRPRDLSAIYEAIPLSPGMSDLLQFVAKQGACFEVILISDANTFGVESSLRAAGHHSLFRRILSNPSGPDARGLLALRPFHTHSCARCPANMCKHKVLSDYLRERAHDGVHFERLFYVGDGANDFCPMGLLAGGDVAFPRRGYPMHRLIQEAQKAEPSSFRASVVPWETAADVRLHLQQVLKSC
GPR7 antagonist: antagonists of human GPR7 (neuropeptides B/W receptor 1); GPR7-expressing cells, fluorescence antagonist assay; AID 1861; inhibition, % at 4.4 µM; 290,000 tested, 1.1% active; P48145; in the data active = inhibition above about 16%, passing the limit was not always enough;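 note: cells stimulated with the agonist NPW; 0% = agonist with vehicle and 100% = vehicle without agonist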
Target sequence (P48145 whole entry, looked up): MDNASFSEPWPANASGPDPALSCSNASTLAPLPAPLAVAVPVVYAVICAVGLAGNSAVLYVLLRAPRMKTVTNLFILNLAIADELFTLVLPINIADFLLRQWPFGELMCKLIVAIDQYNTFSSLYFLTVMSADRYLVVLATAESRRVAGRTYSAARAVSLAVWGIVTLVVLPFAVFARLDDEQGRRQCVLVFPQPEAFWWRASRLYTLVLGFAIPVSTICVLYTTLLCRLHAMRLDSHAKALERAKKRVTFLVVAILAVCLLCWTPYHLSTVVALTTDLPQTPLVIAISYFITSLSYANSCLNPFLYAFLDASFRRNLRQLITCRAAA
OXTR ag: human OXTR agonism; CHO-OTR cells, Fluo-8 calcium fluorescence; normalized: DMSO 0%, oxytocin 100%; activation, % at 3 µM; 320,000 tested, 0.32% active; P30559; AID 2435;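 active = activation above the mean of all tested compounds plus 3 SD, cutoff set per screening run, cut at about 20% in these data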;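 note: peak over basal fluorescence ratio from a 100 s FLIPR kinetic read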
DNA FID counter: displaces DNA intercalator in HCV helicase counter-screen. DNA fluorescent intercalator displacement, fluorescence. inhibition, % at 7.9 µM. 290,000 tested, 0.17% active. AID 1845; in the data active = inhibition above about 37%;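 note: 0% = vehicle and 100% = reference compound; higher means more ethidium bromide displaced from hairpin DNA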
MEKK2mut PB1 HTS: signal of MEK5 binding to mutant human MEKK2 PB1 domain; bead flow cytometry, Alexa488-MEK5 binding to MEKK2 mutant; percent response, % at 10 µM; 290,000 tested, 0.35% active; AID 1530; in the data active = percent response above about 24%, passing the limit was not always enough; note: inactives centre near 1; some results filed as inactive read as strong as hits; reference of the scale not given here
NALP1 inh: blocks the NALP1 inflammasome reconstituted in yeast | 280,000 tested, 0.61% active | S. cerevisiae NALP1/ASC/caspase-1 growth, X-gal OD620, 72 h | inhibition, % at 10 µM; in the data active = inhibition mostly above about 24%, no sharp cut-off; inactive = mostly below about 32%; note: some compounds called inactive have numbers as strong as hits
MEKK2wt PB1 HTS: raises or lowers MEK5 binding to wildtype human MEKK2 PB1 domain; Q9Y2U5; bead flow cytometry, Alexa488-MEK5 binding to MEKK2 WT; actives lie on both sides; binding response (% of control), % at 10 µM; 290,000 tested, 1.1% active; AID 1531; in the data active = binding response below about 67% or above about 130%
PfM18AAP inh: blocks P. falciparum M18 aspartyl aminopeptidase; recombinant PfM18AAP, H-Glu-NHMec fluorogenic cleavage; 290,000 tested, 1.2% active; inhibition, % at 7.35 µM;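 active = inhibition above the campaign mean inhibition over all tested compounds plus 3 SD, cut at about 28% in these data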;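 note: 0% = plate median of test compound wells and 100% = 2 mM ZnCl2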
MEKK3 PB1 HTS: MEKK3-MEK5 PB1 interaction, increase or decrease; binding response (% of control), % at 10 µM; bead-based flow cytometry, Alexa488-MEK5 binding to MEKK3; actives lie on both sides; 0 = blocked by unlabeled MEK5, 100 = vehicle; AID 1529; 290,000 tested, 1.4% active; Q99759;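 active = binding response more than 3 SD above or below the average of its plate-row segment, actives on both sides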;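 note: Alexa488 bead fluorescence after subtracting the streptavidin-only scavenger bead signal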
* = called active by the depositor; nt = not tested or not shown.

cpd | SMILES | PHOSPHO1 block | GPR7 antagonist | OXTR ag | DNA FID counter | MEKK2mut PB1 HTS
1 | O=C(CCN1C(=O)/C(=C/c2ccc(F)cc2)SC1=S)NNC(=O)c1cccnc1 | -12.0 | 1.8 | 10.1 | -3.7 | 13.0
2 | O=C1c2sc3nc4ccccc4n3c2C(=O)N1c1ccccc1Cl | 10.5 | 0.8 | 2.9 | -15.4 | 4.0
3 | O=C(Cc1ncn[nH]1)NCCc1ccccc1 | 6.4 | -2.0 | 2.4 | -3.2 | -7.0
4 | CCN(CC)S(=O)(=O)c1cc(Br)c(C)cc1OC | 11.4 | -10.1 | -1.4 | -11.8 | 3.0
5 | O=C(Cc1ccc2c(c1)CCCC2)Nc1ccccc1Cl | 26.1 | -6.9 | -1.9 | -13.0 | -7.0
6 | COc1ccc(-c2ccc(C(C)=O)cc2)cc1[C@H]1[C@@H]2C=CCC[C@@]2(C)C(=O)N1Cc1ccccc1 | 22.1 | nt | 0.7 | nt | 2.0
7 | OCCN1CCN(C(=S)Nc2ccc(SC(F)F)cc2)CC1 | -7.1 | -5.1 | 2.6 | -3.6 | -13.0
8 | C=CCc1cccc(OC)c1OCCOCCNCCO | 15.4 | 0.0 | 0.2 | 5.7 | -1.0
9 | O=C(CN1CCN(Cc2ccc3c(c2)OCO3)CC1)Nc1ccc2c(c1)OCO2 | 5.9 | 1.1 | 0.7 | 0.4 | 3.0
10 | CCc1nnc(NC(=O)CC(=O)Nc2ccccc2C(=O)O)s1 | -6.8 | -6.8 | -0.5 | -15.7 | 8.0
11 | C=CCOC(=O)CCC(=O)Nc1cc(OC)nc(OC)n1 | -0.6 | -9.7 | 0.9 | -3.8 | 4.0
12 | Cc1ccc(/C=C(\C#N)C(=O)NCc2ccco2)o1 | -7.1 | -5.7 | -0.5 | 1.7 | 5.0
13 | COC(=O)c1ccc(NC(=S)N2CCN(Cc3ccccc3)CC2)cc1 | -69.6 | -12.3 | 10.6 | -11.2 | 3.0
14 | Cc1ccc(C(C(=O)NCc2ccccc2)N(Cc2ccco2)C(=O)c2snc(C(N)=O)c2N)o1 (stereo unspecified) | 31.0 | -7.5 | -1.8 | -38.0 | 5.0
15 | O=C(NCC1CCCO1)C1CCN(S(=O)(=O)c2ccc(Br)cc2)CC1 (stereo unspecified) | -0.6 | 8.1 | 0.0 | -30.8 | 1.0

cpd | NALP1 inh | MEKK2wt PB1 HTS | PfM18AAP inh | MEKK3 PB1 HTS
1 | 1.7 | 111.0 | 7.2 | 107.0
2 | 10.5 | 104.0 | 0.5 | 106.0
3 | 2.7 | 96.0 | 32.2* | 96.0
4 | -3.6 | 102.0 | 5.8 | 103.0
5 | 21.6 | 89.0 | 10.2 | 92.0
6 | 14.2 | 82.0 | nt | 99.0
7 | 8.9 | 88.0 | 2.7 | 96.0
8 | 14.7 | 97.0 | 0.5 | 90.0
9 | 18.4 | 113.0 | 0.6 | 109.0
10 | 1.9 | 105.0 | 0.1 | 98.0
11 | 3.7 | 98.0 | 6.3 | 96.0
12 | -3.0 | 108.0 | -2.1 | 104.0
13 | 19.3 | 101.0 | 1.0 | 106.0
14 | -1.1 | 101.0 | 12.9 | 100.0
15 | 5.8 | 102.0 | 1.4 | 100.0

Random excerpt: two entries already listed.
cpd | SMILES | PHOSPHO1 block | GPR7 antagonist | OXTR ag | DNA FID counter | MEKK2mut PB1 HTS
12 | Cc1ccc(/C=C(\C#N)C(=O)NCc2ccco2)o1 | -7.1 | -5.7 | -0.5 | 1.7 | 5.0
2 | O=C1c2sc3nc4ccccc4n3c2C(=O)N1c1ccccc1Cl | 10.5 | 0.8 | 2.9 | -15.4 | 4.0

cpd | NALP1 inh | MEKK2wt PB1 HTS | PfM18AAP inh | MEKK3 PB1 HTS
12 | -3.0 | 108.0 | -2.1 | 104.0
2 | 10.5 | 104.0 | 0.5 | 106.0

2 of these compounds in a different format:
| # | Compound | PHOSPHO1 block | GPR7 antagonist | OXTR ag | DNA FID counter | MEKK2mut PB1 HTS | NALP1 inh | MEKK2wt PB1 HTS | PfM18AAP inh | MEKK3 PB1 HTS |
| --- | --- | --- | --- | --- | --- | --- | --- | --- | --- | --- |
| 10 | CCc1nnc(NC(=O)CC(=O)Nc2ccccc2C(=O)O)s1 | -6.8 | -6.8 | -0.5 | -15.7 | 8.0 | 1.9 | 105.0 | 0.1 | 98.0 |
| 13 | COC(=O)c1ccc(NC(=S)N2CCN(Cc3ccccc3)CC2)cc1 | -69.6 | -12.3 | 10.6 | -11.2 | 3.0 | 19.3 | 101.0 | 1.0 | 106.0 |

The list continues:
cpd | SMILES | PHOSPHO1 block | GPR7 antagonist | OXTR ag | DNA FID counter | MEKK2mut PB1 HTS
16 | Cc1cccc(NC(=S)NC2CC3CCCC(C2)N3Cc2ccccc2)c1C (stereo unspecified) | 41.2 | -2.7 | -0.2 | 14.3 | 38.0
17 | COC(=O)c1sc(N2C(=O)C(O)=C(C(=O)c3ccc(C)o3)C2c2ccc(F)cc2)nc1C (stereo unspecified) | 2.9 | -4.4 | -0.6 | -20.8 | -7.0
18 | CC(=O)c1cccc(NS(=O)(=O)N2CCCCC2)c1 | 12.2 | -3.7 | 0.4 | -4.6 | 3.0
19 | COC(=O)CNC(=O)COC(=O)c1cc(SC)ccc1Cl | -25.2 | -13.4 | -1.1 | -5.2 | -1.0
20 | O=C(CCn1c(=S)oc2ccccc21)Nc1cccc(O)c1 | -24.8 | -8.0 | 1.4 | 1.4 | 1.0
21 | CCn1c(C)cc(/C=C2\NC(=O)N(Cc3ccc(Cl)cc3)C2=O)c1C | 15.8 | 4.7 | 1.1 | -10.2 | 6.0
22 | COC(=O)C1C2C=CC3(CN(C4CCCC4)C(=O)C13)O2 (stereo unspecified) | -15.9 | -4.1 | 1.6 | -1.6 | 12.0
23 | O=C(NC1CCN(C(=S)Nc2ccc(Cl)cc2)CC1)c1ccco1 | 27.9 | 4.4 | -0.6 | -4.8 | -3.0
24 | CC(=O)Nc1ccc(NC(=O)C(C)OC(=O)C2CCN(S(=O)(=O)c3cccs3)CC2)cc1 (stereo unspecified) | 3.7 | -3.0 | 0.7 | -16.5 | -13.0

cpd | NALP1 inh | MEKK2wt PB1 HTS | PfM18AAP inh | MEKK3 PB1 HTS
16 | 13.6 | 131.0 | -8.5 | 73.0
17 | 2.1 | 89.0 | 4.3 | 88.0
18 | 7.2 | 102.0 | 0.1 | 104.0
19 | -6.3 | 98.0 | 4.5 | 104.0
20 | 2.8 | 103.0 | -9.8 | 107.0
21 | 6.7 | 109.0 | -12.4 | 103.0
22 | -3.6 | 107.0 | -0.9 | 102.0
23 | -4.7 | 101.0 | -1.4 | 100.0
24 | 17.0 | 91.0 | -5.6 | 92.0

Structures listed above marked active in PfM18AAP inh:
nr | Molecule | PHOSPHO1 block | GPR7 antagonist | MEKK2mut PB1 HTS | NALP1 inh | MEKK2wt PB1 HTS | PfM18AAP inh | MEKK3 PB1 HTS
3 | O=C(Cc1ncn[nH]1)NCCc1ccccc1 | 6.4 | -2.0 | -7.0 | 2.7 | 96.0 | 32.2* | 96.0

High-throughput results deposited in PubChem BioAssay by several laboratories.
